# aGlu spleen mod: lysosomal alpha-glucosidase (human) modulation; P10253; human spleen homogenate, 4-MU-alpha-glucoside fluorescence; Potency, µM (series often up to 79.9 µM), without a hit: at the highest dose activity change, negative = inhibition, hits mostly inhibitors; 240,000 compounds, 0.006% hits;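 also: 0% = enzyme with vehicle and -100% = no enzyme basal signal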
#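 AC50 values come from Hill-equation fits of concentration-response data, normalized to no-enzyme and full-activity controls. Enzyme source: 1 ug human spleen homogenate; 1 mM fluorogenic 4-MU glucoside, pH 5.0 citrate buffer, 37 C, 40 min.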
# GAA inh: blocks human lysosomal alpha-glucosidase; P10253; purified human GAA, 4-MU-alpha-glucoside fluorescence; Potency, µM (series often up to 76.9 µM), inactives show at the highest dose activity change, negative = inhibition, usual class: inhibitors; 200,000 compounds, 0.005% hits;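 also: plate controls were uninhibited enzyme wells for no effect and no-enzyme background for full effect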
#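 Fluorogenic assay: 4 nM human alpha-glucosidase with 400 uM 4-methylumbelliferyl-alpha-D-pyranoside in 50 mM citrate/phosphate, 0.005% Tween-20, pH 5.0, 20 min at room temperature. Compounds tested up to 77 uM; AC50 from Hill fits.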
# HTT ATP protect: protects HTT-Q103 PC12 cells, measured by ATP; PC12 HTT-Q103 induced, cytoprotection, ATP luminescence, 40 h; Potency, µM (highest dose often 56.4 µM), for the others: cytoprotection (ATP increase), most hits filed as activators; 230,000 compounds, 0.14% hits; AID 1471;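 also: % of control where 0% means no effect; nearly all actives have a fitted effect of over 45% in size; toxic huntingtin expression switched on by the ecdysone agonist tebufenozide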
#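 Rat PC12, Q103 Htt exon1-GFP fusion, ecdysone promoter; tebufenozide inducer 100 nM final; compound titration; qHTS, 1500 cells/well; ATPlite luminescent read.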
# Tau FP inhib: blocks human tau fibril formation measured by polarization | P10636 | K18 P301L tau heparin fibrillization, Alexa594 FP, 6 h | Potency, µM (series often up to 57.7 µM), for inactives: top-dose activity, negative = inhibition, hits mostly inhibitors | 280,000 compounds, 0.39% hits | AID 1468; also: % is scaled to controls: 0 for no effect and ±100 for the full control effect; nearly all actives have a fitted effect of over 55% in size
# Target sequence (P10636 561-689 P618L limits assumed): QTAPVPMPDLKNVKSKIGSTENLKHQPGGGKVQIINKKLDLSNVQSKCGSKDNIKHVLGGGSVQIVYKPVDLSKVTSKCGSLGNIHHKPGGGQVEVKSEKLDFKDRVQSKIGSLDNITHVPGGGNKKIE
#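 FP of Alexa 594-tau after heparin (20 uM) induction. Substrate: human K18 P301L, 15 uM unlabeled, 0.24 uM labeled. Buffer 100 mM sodium acetate pH 7. 6 hr, 37 C.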
# aGal spleen mod: inhibitors or activators of human alpha-galactosidase in spleen homogenate. Potency, µM (series often up to 80 µM), without a hit: top-dose activity change, negative = inhibition, most hits filed as inhibitors. P06280. 240,000 compounds, 0.008% hits. AID 2107. human spleen homogenate, 4MU-alpha-Gal fluorescence, 40 min;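 also: 0% = enzyme with vehicle and -100% = no enzyme basal signal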
# Target sequence (P06280 32-429 limits assumed): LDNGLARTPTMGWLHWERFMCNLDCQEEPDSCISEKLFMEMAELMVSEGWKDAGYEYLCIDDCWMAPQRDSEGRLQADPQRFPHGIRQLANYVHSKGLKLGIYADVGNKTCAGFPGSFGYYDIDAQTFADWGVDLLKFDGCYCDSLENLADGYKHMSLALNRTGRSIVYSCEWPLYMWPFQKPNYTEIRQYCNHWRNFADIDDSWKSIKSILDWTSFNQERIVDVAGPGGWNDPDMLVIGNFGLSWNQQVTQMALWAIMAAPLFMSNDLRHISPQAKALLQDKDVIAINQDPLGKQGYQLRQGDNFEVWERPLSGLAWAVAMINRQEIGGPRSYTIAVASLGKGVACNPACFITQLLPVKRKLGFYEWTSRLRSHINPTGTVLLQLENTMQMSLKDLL
#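 Fluorogenic readout (Ex 365/Em 440 nm) of 4-methylumbelliferone released from 1 mM 4-MU-alpha-galactoside by spleen homogenate, 40 min at 37C, pH 5.0. Data normalized to no-enzyme and enzyme controls; Hill-equation AC50 from compound titrations.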
# GAA glycogen: alters human alpha-glucosidase cleavage of glycogen; P10253; recombinant GAA, glycogen substrate, Amplex Red glucose oxidase fluorescence; Potency, µM (titrated, usually from 76.4 µM), for the others: top-dose activity change, negative = inhibition, hits mostly inhibitors; 300,000 compounds, 0.38% hits; AID 2100;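 also: 0% = full enzyme reaction and -100% = no-enzyme basal signal; the screen sought inhibitors and activators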
#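 Recombinant human enzyme (4 nM); glycogen substrate; 37 C, 40 min, pH 5.0. Readout: coupled glucose oxidase/Amplex Red fluorescence.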
# Tau fluor counter: counter-screen for tau fibril formation inhibitors | tau K18 P301L Alexa594 fluorescence, heparin fibrillization | Potency, µM (series often up to 57.7 µM), without a hit: at the highest dose activity change, negative = decrease | 280,000 compounds, 0.93% hits; also: % is scaled to controls: 0 for no effect and ±100 for the full control effect; nearly all actives have a fitted effect of over 55% in size
#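 Human K18 P301L tau (15 uM unlabeled plus 0.24 uM Alexa 594-labeled, final) in 100 mM sodium acetate pH 7 was mixed with compound and 20 uM heparin and incubated 6 hr at 37 C.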
# Tau fibril ThT: blocks human tau fibril formation measured by thioflavin T. recombinant tau K18 P301L, heparin-induced fibrillization, ThT fluorescence. Potency, µM (doses to about 57.4 µM), without a hit: at the highest dose activity, negative = inhibition, hits mostly inhibitors. 270,000 compounds, 2.1% hits. AID 1460; also: % is scaled to controls: 0 for no effect and ±100 for the full control effect; nearly all actives have a fitted effect of over 55% in size
#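 ThT emission at 510 nm, taken 1 hr after adding 30 uM dye, quantifies aggregates formed when 20 uM heparin acts on human tau K18 P301L for 6 hr at 37 C.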
# * = called active by the depositor; ? = inconclusive; nt = no result given; [ ] = remark or other dose. Calls follow the shape of the dose curve; as a rule, active = well fitted curve in the direction sought with a large enough effect; inconclusive = small, poorly fitted or top-dose-only effect, or another doubt; inactive = no such curve, though single readings can be large; an effect the other way counts as inactive or inconclusive. Potency is read from the fitted curve at half-maximal effect.
SMILES,aGlu spleen mod,GAA inh,HTT ATP protect,Tau FP inhib,aGal spleen mod,GAA glycogen,Tau fluor counter,Tau fibril ThT
CC(C)n1c(O)c(/C=C2\C=NN=C2c2ccccc2)sc1=S,8%,9%[15.4 µM],3%[10 µM],14µM*,0%,0%,?,-11%
CC(C)Oc1ccc(C(=O)NCc2cccs2)cc1,-1%,-5%,-31%,2%,-3%,8%,-4%,-2%
Cc1ccc(CN(Cc2ccco2)C(=O)c2ccccc2Cl)o1,nt,nt,nt,-1%,nt,-5%[76.3 µM],-8%,-8%
CCOc1ccc(CCNC(=O)c2cc3c(=O)[nH]c4ccc(C)cc4c3s2)cc1OCC,nt,nt,nt,?,nt,4%[76.3 µM],?,?
CCN(C(=O)COC(=O)c1ccc2[nH]c3c(c2c1)CCCC3)C1CCS(=O)(=O)C1 (stereo not drawn),0%,?,-48%[inhibitor],14%,-8%,1%,-16%,-10%
O=[N+]([O-])c1ccc(CN2CCN(c3ccc4ccccc4n3)CC2)cc1,-4%,-5%,-13%,4%,2%,3%,-10%,-5%
COc1cccc(-c2noc(C3CCCN(S(=O)(=O)c4cccc(Cl)c4C)C3)n2)c1 (stereo not drawn),-4%,-6%,-24%,-7%,-12%,3%,-14%,4%
COc1ccc(NCC(=O)N/N=C(\C)c2cc3ccccc3o2)cc1,nt,-3%,-74%[inhibitor],-1%,-7%,11%,?,?
Cc1nc2ccccc2n1CC(O)COc1ccc(C(=O)O)cc1 (stereo not drawn),nt,nt,nt,3%,nt,19%[76.3 µM],-2%,-7%
O=C(NC1(C(F)(F)F)N=C(c2ccccc2)NC1=O)c1ccccc1F (stereo not drawn),0%,-5%,-18%[10 µM],1%,5%,-4%,10%,3%
COc1cccc(CNC(=O)C2CCN(S(=O)(=O)c3c(C)noc3/C=C/c3cccs3)CC2)c1,nt,nt,nt,-4%,nt,-1%[76.3 µM],-23%,5%
CC(=O)OCC(OC(C)=O)C(OC(C)=O)C(OC(C)=O)C(=O)Nc1ccccc1 (stereo not drawn),1%,8%,nt,-4%,1%,2%,2%,0%
CC1=NN2C(=N)/C(=C\c3cc(C)n(-c4cccc(C)c4)c3C)C(=O)N=C2S1,-1%,nt,-24%[10 µM],-1%,2%,0%,-4%,?
COc1ccc(Br)cc1/C=C/C(=O)Nc1ccc2ccccc2c1,2%,-5%,-2%[10 µM],?,3%,-7%,?,7%
CN(CCOCCOc1ccc2ccccc2c1)Cc1ccccc1,-4%,-4%,-1%,-5%,-3%,-5%,-15%,-24%
COc1ccc(-c2noc(CSc3nc4ccccc4[nH]3)n2)cc1,nt,nt,nt,-4%,nt,12%[76.3 µM],-3%,4%
Cc1cc(C)c(NC2=NCC(=O)N2C2CCCCC2)c(C)c1,-1%,-12%,3%[10 µM],2%,-3%,-2%,-7%,-8%
CCCC(=O)Nc1ccc(S(=O)(=O)N2CCOCC2)cc1,3%,-4%,21%[1.9 µM],2%,9%,0%,-6%,-4%
COc1ccc(OC)c(-c2csc(-c3c(N)c(C(=O)c4ccc(Cl)cc4)n4ccccc34)n2)c1,nt,nt,nt,?,nt,13%[76.3 µM],?,?
CCOC(=O)c1c(NC(=O)CNCCO)sc(C)c1C,2%,2%,-12%[10 µM],5%,5%,?,1%,0%
Cc1ccc2c(c1)N(CC(=O)NCc1ccco1)C(=O)CO2,-6%,4%,9%[1.9 µM],4%,0%,2%,-2%,-6%
COc1cc(OC)c(NC(=O)Cn2cnc3sc(C)c(S(=O)(=O)N4CCN(C)CC4)c3c2=O)cc1Cl,nt,nt,nt,3%,nt,8%[76.3 µM],-4%,-3%
CC(C)CNC(=O)COC(=O)c1ccc(F)cc1Cl,-2%,6%,-22%,8%,3%,3%,6%,5%
CCOC(=O)N1CCN(C(=O)COc2ccccc2OC)CC1,6%,-8%,-23%,-1%,12%,8%,-8%,-6%
C=CCn1c(C)cc(C2=NNC(=NC(C)(C)C)SC2)c1C,3%,-1%,-35%[10 µM],-2%,-1%,-20%,-4%,-16%

# Shown with tabs: entries from further up
SMILES	aGlu spleen mod	GAA inh	HTT ATP protect	Tau FP inhib	aGal spleen mod	GAA glycogen	Tau fluor counter	Tau fibril ThT
CC(C)n1c(O)c(/C=C2\C=NN=C2c2ccccc2)sc1=S	8%	9%[15.4 µM]	3%[10 µM]	14µM*	0%	0%	?	-11%
CC(C)Oc1ccc(C(=O)NCc2cccs2)cc1	-1%	-5%	-31%	2%	-3%	8%	-4%	-2%
Cc1ccc(CN(Cc2ccco2)C(=O)c2ccccc2Cl)o1	nt	nt	nt	-1%	nt	-5%[76.3 µM]	-8%	-8%
CCOc1ccc(CCNC(=O)c2cc3c(=O)[nH]c4ccc(C)cc4c3s2)cc1OCC	nt	nt	nt	?	nt	4%[76.3 µM]	?	?

# Next records
SMILES,aGlu spleen mod,GAA inh,HTT ATP protect,Tau FP inhib,aGal spleen mod,GAA glycogen,Tau fluor counter,Tau fibril ThT
CC1CCCC(n2cnc3cc(C(=O)O)ccc32)C1C (stereo not drawn),1%,3%,19%,-4%,-1%,10%,-8%,-7%
COC(=O)CN1C(=S)N(c2ccc(OC)cc2)C(=O)C1CC(=O)Nc1ccc(F)cc1 (stereo not drawn),3%,-13%,?,4%,5%,-13%,-18%,1%
CC(=O)Oc1ccc2ccccc2c1C(NC(=O)C(C)C)c1cccc([N+](=O)[O-])c1 (stereo not drawn),-10%,-14%,-34%,5%,-14%,2%,-12%,-3%
CCn1cc(C(=O)N2CCN(c3ccccc3)CC2)c(=O)c2cc(S(=O)(=O)N(C)C3CCCCC3)ccc21,nt,nt,nt,3%,nt,-12%[76.3 µM],-15%,-15%
O=C(Nc1nc(-c2ccccn2)cs1)c1cccc(-n2cnnn2)c1,0%,nt,-13%[10 µM],-11%,5%,3%,-22%,?
CCC1CCCCN1C(=O)CSc1nnc(-c2ccc(OC)cc2)o1 (stereo not drawn),2%,6%,14%[10 µM],3%,-2%,-3%,-4%,-9%
COC(=O)C1=C(C(=O)OC)[C@@H]2N(Cc3ccccc3)c3ccccc3[C@@]23C[C@@H](C(=O)OC)N(S(=O)(=O)c2ccc4c(c2)OCCN4C)C3=N1,-9%[17.4 µM],nt,-17%[10 µM],6%[11.6 µM],-10%[17.5 µM],nt,-8%[11.6 µM],3%[11.5 µM]
Cc1ccc(OCC(=O)Nc2cc(S(=O)(=O)N3CCOCC3)ccc2Cl)c([N+](=O)[O-])n1,6%,nt,-3%[10 µM],-6%,10%,-1%,-27%,nt
Cc1ncc(N=Nc2ccccc2)c(-c2ccccc2)n1,-4%,-11%,-16%,-3%,2%,-2%,?,?
Cc1ccc(S(=O)(=O)n2cnc3ccccc32)c(C)c1,-6%,-6%,20%,3%,1%,-2%,-3%,-5%
COc1ccc(C2C(C#N)=C(N)Oc3c2c(C)nn3-c2ccccc2)cc1Cn1nc(C)c([N+](=O)[O-])c1C (stereo not drawn),-3%,1%,-26%,-9%,-2%,?,?,?
Nn1c(COc2cccc(Cl)c2)nc2ccccc2c1=O,-1%,?,-6%[0.074 µM],1%,0%,2%,-9%,?
CCOC(=O)c1c(NC(=O)c2ccccc2)sc2c1CCc1ccccc1-2,4%,-13%,nt,?,-6%,10%,-17%,?
CCCC1Nc2ccc(C(=O)O)cc2C2C=CCC12 (stereo not drawn),-3%,4%,11%[10 µM],?,-1%,?,?,22µM*
COc1ccccc1NC(=O)COc1ccccc1,-13%,0%,2%,9%,-3%,5%,-3%,-8%
O=C(CN1CCC(N2CCCCC2)CC1)N1CCOCC1,8%,-2%,5%[10 µM],-2%,3%,2%,5%,0%
Cc1ccc(-n2c(C)cc(C(=O)COC(=O)c3ccc[nH]c3=O)c2C)cc1C,2%,-6%,-11%[10 µM],-7%,-4%,-2%,-15%,?
CN1C(=S)SC(N(O)C(=O)Nc2ccc(Cl)c(Cl)c2)C1(C)C (stereo not drawn),-14%,-10%,nt,?,-4%,?,?,-8%
Cc1ccc(NC(=O)c2cccs2)cc1NC(=O)c1cccnc1,-7%,6%,-10%[10 µM],11%,-25%,6%,7%,2%
Cc1nn(C(C)(C)C)c(NC(=O)c2ccc(Cl)cc2)c1Br,0%,-25%,-15%[10 µM],-2%,2%,2%,-2%,1%
Cc1c(/C=C/C(=O)c2ccc(Cl)s2)cnn1C,-9%,6%,3%[10 µM],5%,0%,-8%,-4%,?
CCc1nn2cc(C(=O)c3cc(C)ccc3O)cnc2c1-c1ccc(F)cc1,2%,-3%,-25%[10 µM],-2%,8%,-5%,-21%,-13%
CC(C)(C)NC(=O)Cn1c(SCC(=O)Nc2nccs2)nc2ccccc21,-2%,-10%,-7%[10 µM],-6%,-3%,6%,4%,1%
CCOc1ccc(/C=N/NC(=S)NC2CC3CC2C2C=CCC32)cc1 (stereo not drawn),-7%,-4%,-12%[10 µM],-5%,-4%,-11%,-18%,-2%
Cc1ccc(S(=O)(=O)N2CCCC(C(=O)NNCC(=O)Nc3cc(F)ccc3F)C2)cc1 (stereo not drawn),-5%,5%,-9%,-3%,3%,-9%,-16%,-7%
COc1cccc(-c2nnc(SCC(=O)NCc3ccc4c(c3)OCO4)n2Cc2ccco2)c1,-8%,-1%,-4%,2%,0%,0%,-12%,-17%
Cc1c(C(=O)O)oc2ccc(S(=O)(=O)NCc3ccccc3)cc12,-13%,?,-8%[0.074 µM],2%,7%,-11%,-5%,-2%
CCCCOc1cccc(C2c3c(-c4cc(C)ccc4O)n[nH]c3C(=O)N2CCOC)c1 (stereo not drawn),nt,nt,nt,9%,nt,-1%[76.3 µM],?,-17%
CN1CCS/C1=C/C=C1/SC(=S)N(Cc2ccccc2)C1=O,-5%,-9%,-10%[10 µM],6%,-11%,-12%,8%,12%
O=C(NCCN1CCCCCC1)c1ccc(N2CCCC2=O)cc1,-3%,-1%,7%[1.9 µM],5%,0%,8%,4%,-3%

# Quoted at random: 2 entries already listed.
SMILES,aGlu spleen mod,GAA inh,HTT ATP protect,Tau FP inhib,aGal spleen mod,GAA glycogen,Tau fluor counter,Tau fibril ThT
Cc1ccc(OCC(=O)Nc2cc(S(=O)(=O)N3CCOCC3)ccc2Cl)c([N+](=O)[O-])n1,6%,nt,-3%[10 µM],-6%,10%,-1%,-27%,nt
C=CCn1c(C)cc(C2=NNC(=NC(C)(C)C)SC2)c1C,3%,-1%,-35%[10 µM],-2%,-1%,-20%,-4%,-16%

# Screening results as filed in PubChem BioAssay.
